Screening results deposited in PubChem BioAssay by Vanderbilt University.
GIRK2 activator = Activates human GIRK2-containing potassium channels; P48051; HEK293 GIRK2/NPY4 cells, thallium flux fluorescence; activation (% efficacy), % for hits at 37.5 µM; 34,000 tested, under 10 active; AID 1259324;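 active means primary screen hit, no activity in plain HEK293 cells, and in GIRK2-only cells above 5% efficacy rising with concentration; inactive means the rest, including fluorescent compounds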;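 further: efficacy is normalized control-subtracted fluorescence 15 s after thallium addition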
Target sequence (P48051 whole entry, looked up): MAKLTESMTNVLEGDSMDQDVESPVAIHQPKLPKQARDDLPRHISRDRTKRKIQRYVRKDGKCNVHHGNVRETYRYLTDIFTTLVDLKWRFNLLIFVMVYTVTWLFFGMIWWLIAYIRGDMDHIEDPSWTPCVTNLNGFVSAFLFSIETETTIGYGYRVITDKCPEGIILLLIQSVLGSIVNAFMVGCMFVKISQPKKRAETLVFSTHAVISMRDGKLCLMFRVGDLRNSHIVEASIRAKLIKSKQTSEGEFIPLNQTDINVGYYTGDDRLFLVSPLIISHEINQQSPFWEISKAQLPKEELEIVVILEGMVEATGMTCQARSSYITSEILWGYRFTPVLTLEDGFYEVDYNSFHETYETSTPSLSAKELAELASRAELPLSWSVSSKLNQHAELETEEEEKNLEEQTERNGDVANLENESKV
Calls only; i = inactive. A portion of the library; the hit share may differ from the screen's.

item | Molecule | GIRK2 activator
1 | CC1Cc2ccccc2N1C(=O)c1cc2cc([N+](=O)[O-])ccc2oc1=O (stereo not drawn) | i
2 | CSc1ccccc1C(=O)Nc1ccc2ncsc2c1 | i
3 | C=CCOCC(O)CN1CCN(c2ccc(F)cc2)CC1 (stereo not drawn) | i
4 | COc1cn(CC(=O)Nc2ccc(F)cc2)c(CSc2ccccc2)cc1=O | i
5 | COC(=O)Cn1c(=NC(=O)c2ccn(C)n2)sc2c(OC)ccc(OC)c21 | i
6 | O=C(C1CCC1)N(Cc1ccsc1)C1CC1 | i
7 | O=C(COc1ccc(Cl)cc1Cl)N(CCc1cccs1)Cc1cccnc1 | i
8 | COc1ccc(OC)c(-c2cc(C(=O)O)c3[nH]c(C)nc3n2)c1 | i

6 compounds out of the list, arranged by number of heavy atoms, smallest number first:
item | Molecule | GIRK2 activator
6 | O=C(C1CCC1)N(Cc1ccsc1)C1CC1 | i
2 | CSc1ccccc1C(=O)Nc1ccc2ncsc2c1 | i
3 | C=CCOCC(O)CN1CCN(c2ccc(F)cc2)CC1 (stereo not drawn) | i
8 | COc1ccc(OC)c(-c2cc(C(=O)O)c3[nH]c(C)nc3n2)c1 | i
1 | CC1Cc2ccccc2N1C(=O)c1cc2cc([N+](=O)[O-])ccc2oc1=O (stereo not drawn) | i
5 | COC(=O)Cn1c(=NC(=O)c2ccn(C)n2)sc2c(OC)ccc(OC)c21 | i

More records
item | Molecule | GIRK2 activator
9 | O=C(COc1ccc(Cl)cc1)NCC1CCN(Cc2ccco2)CC1 | i
10 | Cc1cccc(S(=O)(=O)N2CCN(c3ccc(Nc4ccccn4)nn3)CC2)c1 | i
11 | CC(C)(C)c1ccc(S(=O)(=O)N2CCN(CCO)CC2)cc1 | i
12 | O=C(NCc1cccs1)NCC1(O)CCCC1 | i
13 | CCSc1ccccc1C(=O)NCC(O)Cc1ccccc1 (stereo not drawn) | i
14 | O=C(Nc1ccc2c(c1)CN(S(=O)(=O)c1ccccc1)CC2)NC1CCCCC1 | i
15 | CCCS(=O)(=O)N1CCN(Cc2nc(-c3cccc(OC)c3)cs2)CC1 | i
16 | COCCN1CCC(CNC(=O)Cc2ccc(Cl)cc2)CC1 | i
17 | O=S(=O)(NCC1(O)CCOc2ccccc21)c1ccc2c(c1)CCCC2 (stereo not drawn) | i
18 | CCOC(=O)C(C)Sc1nnc(N2CCN(c3ccc(F)cc3)CC2)s1 (stereo not drawn) | i
19 | COc1cc(C(=O)Nc2nnc(Cc3ccc(Cl)s3)o2)cc(OC)c1OC | i
20 | Cc1ccc(NC(=O)C(=O)NCC(O)C2CCCCC2)cc1Cl (stereo not drawn) | i
21 | Nc1c(C(=O)N2CCCC2)nsc1C(=O)NCc1cccc(C(F)(F)F)c1 | i
22 | CC(C)(c1ccccc1)c1ccc(OCC(=O)O)cc1 | i
23 | Cn1c(SCc2nc(-c3cccc(Br)c3)no2)nc2cc3c(cc2c1=O)OCO3 | i
24 | CCOC(=O)Nc1nc(CC(=O)Nc2ccc(F)c(F)c2)cs1 | i
25 | COCCn1nnn(-c2ccc(NC(=O)NCc3ccc(F)cc3)cc2)c1=O | i
26 | CC(C)c1nnc(C2CCN(CC(=O)NCc3ccccc3)CC2)o1 | i
27 | O=C(Cc1ccc(NC(=O)Nc2ccccc2Cl)cc1)NCC(F)(F)F | i
28 | CCOC(=O)N1CCC(NC(=O)C(=O)NC(C)(C)C)CC1 | i
29 | COCCNC(=O)C(=O)Nc1c2c(nn1-c1cccc(Cl)c1)CS(=O)(=O)C2 | i
30 | CCc1nnsc1C(=O)Nc1cc(OC)ccc1OC | i
31 | O=S(=O)(c1cccnc1)N1CCN(CCn2ccnc2)CC1 | i
32 | Cc1ccc(NC(=O)Cn2cc(-c3nc(-c4cccc(F)c4)no3)c(=O)c3ccc(C)nc32)cc1 | i
33 | CCOc1cc(C(=O)Nc2ccc(N3CCCCC3=O)cc2)cc(OCC)c1OCC | i
34 | COc1ccc(CCNC(=O)CSc2ncnc3c2nnn3C)cc1OC | i
35 | Cn1c(C(F)(F)F)nn(CCNC(=O)c2cc(-c3ccco3)[nH]n2)c1=O | i
36 | O=C(CSc1ccc(NC(=O)c2ccco2)nn1)OCc1ccccc1 | i
37 | COc1ccc(Br)c(CN2N=NC3C(=O)N(c4ccc(Cl)cc4)C(=O)C32)c1 (stereo not drawn) | i
38 | Cc1ccccc1NC(=O)N1CCC(Cn2c(C(F)(F)F)nc3ccccc32)CC1 | i
39 | COc1ccc(-n2nc3c(c2NC(=O)C(=O)NCCO)CS(=O)(=O)C3)cc1 | i
40 | COc1cc(OC)cc(C(=O)NCC(c2cccn2C)N2CCCC2)c1 (stereo not drawn) | i
41 | O=C(N(Cc1ccccn1)Cc1ccco1)C1(c2ccccc2)CCOCC1 | i
42 | O=C(c1cnn(-c2ccccc2)n1)N1CCN(c2ccc(-c3cccs3)nn2)CC1 | i
43 | O=S(=O)(NCC(O)(c1cccs1)C1CC1)c1cccc(C(F)(F)F)c1 (stereo not drawn) | i
44 | CCCNC(=O)Cc1cc(-c2cccc(OC)c2)on1 | i
45 | COc1ccc(S(=O)(=O)CCCC(=O)Nc2cccc(-c3nc4ccccc4s3)c2)cc1 | i
46 | COC(=O)c1ccc(CSc2nnc(-c3ccncc3)o2)o1 | i
47 | COc1ccc(NC(=O)Nc2cccc(-c3ccc(N4CCCC4)nn3)c2)cc1 | i
48 | O=C(CCCCn1c(=O)[nH]c2ccccc2c1=O)N1CCN(c2ccccc2)CC1 | i
49 | CCCCc1ccc(NC(=O)Cn2cc(OC)c(=O)cc2CSc2nc(C)cs2)cc1 | i
50 | COc1cccc(C(=O)Nc2cc3c4c(c2)CCN4C(=O)CC3)c1OC | i
51 | CCOc1ccc(-c2ccc(N3CCN(C(=O)c4ccc5nsnc5c4)CC3)nn2)cc1 | i
52 | Cc1cccc(NC(=O)Nc2ccc(Nc3cc(-n4ccnc4)ncn3)cc2)c1 | i
53 | O=C(NCCC(O)c1cccs1)C(=O)Nc1cccnc1 (stereo not drawn) | i
54 | COc1ccc(NC(=O)CN2CCC(COCc3ccccc3)CC2)c(OC)c1 | i
55 | COc1ccccc1N1CCN(CC(O)COCc2ccccc2)CC1 (stereo not drawn) | i
56 | Cc1c(C(=O)N(C)C)c(C(F)(F)F)nn1-c1ccccc1 | i
57 | O=C(NCC1(c2cccs2)CCOCC1)c1cc(-c2ccccc2)on1 | i
58 | CCN1CCc2nc(-c3ccccc3)n(CC(=O)Nc3ccc(OC)cc3OC)c(=O)c2C1 | i
59 | Cc1cc(S(=O)(=O)N2CCN(c3ccc(-c4ccc(Cl)cc4)nn3)CC2)ccc1F | i
60 | COc1ccc(Cl)cc1C(=O)N1c2ccccc2CC1C(N)=O (stereo not drawn) | i
61 | Cc1nc(C)c(CC(=O)N2CCN(c3ccccn3)CC2)s1 | i
62 | Cc1cc([N+](=O)[O-])ccc1NC(=O)CN1C(=O)c2ccccc2S1(=O)=O | i
63 | Cc1ccccc1Nc1nnc(CC(=O)NCc2cccc(C(F)(F)F)c2)s1 | i
64 | COCCCNC(=O)C(=O)Nc1c2c(nn1-c1ccc(OC)cc1)CS(=O)(=O)C2 | i

(cont.)
item | Molecule | GIRK2 activator
65 | O=S(=O)(c1ccccc1)N1CCN(Cc2nnnn2-c2ccc(F)cc2)CC1 | i
66 | O=S(=O)(Cc1cccc(F)c1)NCc1cnn2ccccc12 | i
67 | O=C(NCc1cccs1)Nc1ccc(Cl)c(N2CCCS2(=O)=O)c1 | i
68 | Cc1ccc(NC(=O)Cn2cnc3c(sc4ncccc43)c2=O)c(C)c1 | i
69 | CC(C)c1ccc(NC(=O)C2CCCN(c3cnc4ccccc4n3)C2)cc1 (stereo not drawn) | i
70 | CCC(C)(C)OCC(O)CN1CCN(c2ccc(F)cc2)CC1 (stereo not drawn) | i
71 | COc1ccccc1-c1c(C)nn2c(-n3ccnc3)cc(C)nc12 | i
72 | CSc1ncccc1C(=O)N1CCC(CNC(=O)C(=O)Nc2cccnc2)CC1 | i
73 | O=C(CSc1ccc(F)cc1)Nc1ccc2scnc2c1 | i
74 | COc1ccc(C(=O)NCC(c2cccn2C)N2CCc3ccccc3C2)cc1 (stereo not drawn) | i
75 | COc1cccc(OCC(=O)NCCCN2CCOC(c3ccccc3)C2)c1 (stereo not drawn) | i
76 | Cc1cc(S(=O)(=O)NCC2(O)CCOCC2)c(Cl)cc1Cl | i
77 | COc1ccc(CCNC(=O)C2CCN(c3nc4ccccc4[nH]c3=O)CC2)cc1OC | i
78 | COc1ccc(SCC(=O)Nc2nnc(-c3cccnc3)o2)cc1 | i
79 | Cc1ccc(CNC(=O)Cn2cc(-c3ccccc3C)c(N3CCOCC3)n2)cc1 | i
80 | Cc1ccc(Cl)cc1NC(=O)c1ccc(=O)[nH]n1 | i

Reprinted from the part before: 5 entries; new compounds follow.
item | Molecule | GIRK2 activator
76 | Cc1cc(S(=O)(=O)NCC2(O)CCOCC2)c(Cl)cc1Cl | i
77 | COc1ccc(CCNC(=O)C2CCN(c3nc4ccccc4[nH]c3=O)CC2)cc1OC | i
78 | COc1ccc(SCC(=O)Nc2nnc(-c3cccnc3)o2)cc1 | i
79 | Cc1ccc(CNC(=O)Cn2cc(-c3ccccc3C)c(N3CCOCC3)n2)cc1 | i
80 | Cc1ccc(Cl)cc1NC(=O)c1ccc(=O)[nH]n1 | i
81 | C=C(C)CN1CCN(c2cc(C)nc3c4c(C)cc(C)nc4nn23)CC1 | i
82 | COCC(C)(O)CNC(C)=O (stereo not drawn) | i
83 | COc1ccc(OC)c2sc(N(CCCN3CCOCC3)C(=O)c3ccno3)nc12 | i
84 | O=S(=O)(NCCN1CCOC(c2ccccc2)C1)c1cccc(Cl)c1 (stereo not drawn) | i
85 | COc1ccc(CC(=O)Nc2ccc(N3CCCC3=O)c(C)c2)cc1OC | i
86 | CS(=O)(=O)N1CCC(CNC(=O)C2CCCCC2)CC1 | i
87 | Cc1ccc(-c2ccc(=O)n(CCCC(=O)NCc3ccco3)n2)cc1 | i
88 | O=C(CCc1csc(NC(=O)c2ccc[nH]c2=O)n1)Nc1ccc2c(c1)OCCO2 | i
89 | CC(O)(CNC(=O)/C=C/c1cccs1)c1ccccc1 (stereo not drawn) | i
90 | CCCc1ccc(S(=O)(=O)N2CCN(Cc3nc(-c4ccco4)cs3)CC2)cc1 | i
91 | NC(=O)c1ccc(NC(=O)Cc2cc(-c3cccs3)on2)cc1 | i
92 | COc1ccc(CCNC(=O)NCC2(O)CCc3ccccc32)cc1 (stereo not drawn) | i
93 | CS(=O)(=O)N1CCC(CNC(=O)c2ccc3nsnc3c2)CC1 | i
94 | CC(O)(CNC(=O)C12CC3CC(CC(C3)C1)C2)C1CC1 (stereo not drawn) | i
95 | COc1ccc(OC)c(-c2cc(C(=O)NC3CCCCC3N3C(=O)CSC3=O)[nH]n2)c1 (stereo not drawn) | i
96 | COCC(=O)Nc1ccc2nc(C)n(-c3ccc(Cl)cc3)c(=O)c2c1 | i
97 | O=S(=O)(NCC1CCN(Cc2ccco2)CC1)c1cc(F)ccc1F | i
98 | COc1ccc(C)cc1NC(=O)Cn1cc(-c2ccccc2)c(N2CCOCC2)n1 | i
99 | CCOc1ccc(-n2nnc(C(=O)Nc3cccc(C(F)(F)F)c3)c2N)cc1 | i
100 | Cc1noc(C)c1Cn1cc(-c2nc(-c3cnccn3)no2)ccc1=O | i
101 | Cc1cc(CN2CCC(CNS(=O)(=O)c3ccccc3Cl)CC2)c(C)o1 | i
102 | CCCS(=O)(=O)N1CCc2ccc(NC(=O)c3ccccn3)cc2C1 | i
103 | Cn1nc(-c2ccc(NS(=O)(=O)c3cc([N+](=O)[O-])ccc3Cl)cc2)ccc1=O | i
104 | Cc1noc(C)c1CC(=O)N1CCCC(c2nn(C)c(=O)n2-c2ccccc2)C1 (stereo not drawn) | i
105 | O=C(CSCc1ccccc1)Nc1nnc(-c2ccc3c(c2)CCCC3)o1 | i
106 | CCOc1ccc(-c2ccc(OCCNS(=O)(=O)c3ccc(OC)c(OC)c3)nn2)cc1 | i
107 | CN(CC(O)Cn1c2ccccc2c2ccccc21)C(=O)NC1CCCCC1 (stereo not drawn) | i
108 | COc1ccc(S(=O)(=O)Nc2ccc3c(c2)N(C(=O)c2ccco2)CC3)c(C)c1 | i
109 | Cc1ccc(S(=O)(=O)N2CCC(C(=O)Nc3sc4c(c3C#N)CCCCC4)CC2)cc1 | i
110 | Cn1nccc1C(=O)Nc1cc(Cl)ccc1Cl | i
111 | Cc1ccc(N2CC(C(=O)Nc3nn(C)c4c3CC(C)C(=O)N4)CC2=O)cc1C (stereo not drawn) | i
112 | Cc1cc(NC(=O)Cc2cccs2)n(-c2nc3c(cnn3-c3cccc(Cl)c3)c(=O)[nH]2)n1 | i
113 | Cc1ccc(C(=O)NCCOc2ccc3nnc(-c4ccccc4Cl)n3n2)cc1 | i
114 | Cc1nnc2ccc(S(=O)(=O)N(Cc3cc(F)cc(F)c3)c3ccccc3)cn12 | i
115 | Cc1ccc(NC(=O)C(=O)NCCCN(C)C)c(C)c1 | i
116 | CCN1CCN(C(=O)N(Cc2ccc(Cl)cc2)S(=O)(=O)c2ccc(C)cc2)CC1 | i
117 | O=C(Nc1ccc(Cl)c(C(F)(F)F)c1)N1CCN(c2cc(-n3cccn3)ncn2)CC1 | i
118 | Cc1ccc(N2C(=O)C3N=NN(CC(=O)Nc4cc(Cl)ccc4C)C3C2=O)cc1C (stereo not drawn) | i
119 | COc1ccc(Cl)cc1S(=O)(=O)NCC(c1cccn1C)N1CCCC1 (stereo not drawn) | i
120 | CN1CCN(C(CNC(=O)C(=O)NCc2ccc3c(c2)OCO3)c2cccn2C)CC1 (stereo not drawn) | i
121 | Cc1nc(N2CCN(c3ccccc3)CC2)nc(N2CCOCC2)c1[N+](=O)[O-] | i
122 | COc1ccc(-c2ccc(NC(=O)Nc3cccc(Cl)c3)cc2)nn1 | i
123 | Cn1nc(NC(=O)C2CC(=O)N(c3ccc(F)cc3)C2)c2c1NC(=O)CC2c1ccco1 (stereo not drawn) | i
124 | COCCCNC(=O)C1CCC(Cn2c(=S)[nH]c3ccccc3c2=O)CC1 (stereo not drawn) | i
125 | CCc1nc2sc3c(c2c2nncn12)CCC3 | i
126 | CC1Cc2cc(-c3cc(CC(=O)NCc4ccncc4)no3)ccc2O1 (stereo not drawn) | i
127 | CCn1ccnc1N1CCN(C(=O)COc2ccccc2)CC1 | i
128 | Cc1ccc(S(=O)(=O)CCCC(=O)Nc2ccccc2Oc2ccccc2)cc1 | i
